TbMetRS inhib = blocks T. brucei methionyl-tRNA synthetase activity. purified T. brucei MetRS, ATP depletion, Kinase-Glo luminescence. inhibition, % at 11.9 µM. actives 0.4% (n = 360,000). AID 624268;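 active means inhibition above a per-plate cutoff of the control wells' mean inhibition plus 3 SD, cut at about 5.5% in these data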;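 further: 0% = DMSO wells median and 100% = median of wells with control inhibitor compound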
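Material: T. brucei methionyl-tRNA synthetase, purified; reagent: substrates ATP, L-methionine and bulk Escherichia coli tRNA; dosing: 11.9 µM single point; timing: 15 min plus 2 h at 25 °C; detection: luminescence of leftover ATP; evaluation: % inhibition; control set: DMSO-only wells as low control; replicates: singlicate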
MsrA inh = bovine MsrA inhibition. actives 0.75% (n = 360,000). purified bovine MsrA, absorbance read-out. inhibition, % at 15.5 µM; in the data active means inhibition above about 4.5%;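 further: 0% = vehicle wells with enzyme and 100% = reference inhibitor wells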
STEP inh = inhibitors of human striatal-enriched phosphatase STEP; inhibition, % at 20 µM; P54829; AID 588621; recombinant STEP, OMFP fluorogenic substrate, fluorescence; actives 0.25% (n = 360,000);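 active means inhibition at 20 µM, scaled per plate between control wells, above about 37%, limit read from the data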;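 further: 0% = DMSO with enzyme and substrate and 100% = substrate only without enzyme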
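material = STEP tyrosine phosphatase | reagent = fluorogenic phosphatase substrate OMFP at 25 µM final | doses = single compound dose of 20 µM, 1% DMSO final | schedule = 20 min reaction, room temperature, in the dark | measured by = fluorescence, 480/540 nm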
NadD inh = inhibitors of Staphylococcus aureus NadD. purified NadD enzyme, colorimetric absorbance read-out. inhibition, % at 20 µM. actives 0.78% (n = 360,000); in the data active means inhibition above about 26%; further: some compounds past the cut are filed as inactive
CSN inh = CSN deneddylation inhibition | Q92905 | Purified CSN, SCF-Nedd8-OG deneddylation, fluorescence polarization | inhibition, % at 12.5 µM | actives 0.38% (n = 360,000);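 active means pattern-corrected inhibition above about 35%, with an unprinted fluorescence ratio check between 0.5 and 1.5, limit read from the data, passing the limit was not always enough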;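 further: 0% = enzyme with substrate and 100% = substrate without enzyme; some results filed as inactive read as strong as hits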
Target sequence (Q92905 whole entry, looked up, one chain of several): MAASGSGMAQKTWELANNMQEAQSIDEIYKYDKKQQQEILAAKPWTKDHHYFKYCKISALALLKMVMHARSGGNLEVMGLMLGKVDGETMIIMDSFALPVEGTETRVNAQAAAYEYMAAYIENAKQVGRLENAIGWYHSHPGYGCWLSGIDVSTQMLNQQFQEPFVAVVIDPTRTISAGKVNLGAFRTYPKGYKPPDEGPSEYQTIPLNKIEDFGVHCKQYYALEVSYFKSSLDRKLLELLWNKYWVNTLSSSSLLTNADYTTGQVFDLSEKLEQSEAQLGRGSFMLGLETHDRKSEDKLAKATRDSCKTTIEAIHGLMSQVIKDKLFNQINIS
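Assay system: purified human Csn5 enzyme expressed in HEK293T cells; Input: 0.24 nM Csn5 enzyme, final concentration; Reagent: 10 nM SCFSkp2-Nedd8OG; Compound dosing: 12.5 µM single point; Times: reaction 90 min, room temperature; Technique: fluorescence polarization readout.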
Rpn11 inh = inhibitors of human proteasome Rpn11 | O00487 | human 26S proteasome, Ub4-pepOG fluorescence polarization; 20S core pre-blocked with epoxomicin | calls only at 20 µM | actives 0.59% (n = 360,000) | AID 588493;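 active means inhibition at 20 µM, scaled to each plate's controls, above about 33%, limit read from the data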
Target sequence (O00487 whole entry, looked up): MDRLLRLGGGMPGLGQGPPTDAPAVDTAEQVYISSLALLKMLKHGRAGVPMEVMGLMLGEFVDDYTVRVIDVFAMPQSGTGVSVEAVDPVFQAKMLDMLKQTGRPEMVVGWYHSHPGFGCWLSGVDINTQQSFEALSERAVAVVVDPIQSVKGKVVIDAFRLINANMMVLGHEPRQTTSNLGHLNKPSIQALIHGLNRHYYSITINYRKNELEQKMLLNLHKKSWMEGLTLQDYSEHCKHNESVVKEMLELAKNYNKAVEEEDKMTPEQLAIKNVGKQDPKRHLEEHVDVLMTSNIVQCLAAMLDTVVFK
SUMO1-SIM PPI = SUMO1-SIM interaction modulation; P63165; SUMO1 binding to a labelled peptide, TR-FRET, 1 h; inhibition, % at 20 µM; actives 0.33% (n = 360,000); in the data active means inhibition above about 37%
Target sequence (P63165 whole entry, looked up): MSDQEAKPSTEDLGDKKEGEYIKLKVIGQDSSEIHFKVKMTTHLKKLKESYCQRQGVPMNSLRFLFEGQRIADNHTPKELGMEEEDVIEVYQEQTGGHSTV
Scp-1 inhibitor = blocks human Scp-1 phosphatase activity; Q9GZU7; Recombinant Scp1, phosphopeptide, malachite green phosphate absorbance; inhibition, % at 20 µM; actives 0.88% (n = 340,000);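 active means inhibition above about 50% at 20 µM, limit read from the data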;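 further: plate controls were DMSO wells with enzyme for no effect and wells lacking enzyme for full effect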
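assay system = SCP-1 phosphatase catalytic domain, residues 76-261 | buffer or medium = 50 mM Tris acetate pH 5.5, 0.005% Tween-20, 10 mM MgCl2 | incubation = enzyme reaction 45 min at room temperature, colour 5 min, stabilisation 30 min | signal = Phosphate-binding colour reagent, absorbance read at 630 nm | measure = % inhibition at 20 µM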
DNMT1 inh = blocks human DNA methyltransferase DNMT1 | AID 588458 | DNMT1 molecular beacon, Hinp1I cleavage, fluorescence | P26358 | actives 0.83% (n = 360,000) | inhibition (reported as % activation of signal), % at 10 µM; in the data active means inhibition above about 50%
LMPTP block = blocks human LMPTP phosphatase | inhibition, % at 20 µM | AID 651560 | actives 0.22% (n = 360,000) | recombinant LMPTP-A, OMFP fluorogenic substrate, fluorescence intensity;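 active means compounds that cut the enzyme signal by at least half of the control window in the single-dose screen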;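 further: plate controls were DMSO wells with enzyme plus substrate for no effect and substrate without enzyme for full effect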
Target sequence (P24666 whole entry, looked up): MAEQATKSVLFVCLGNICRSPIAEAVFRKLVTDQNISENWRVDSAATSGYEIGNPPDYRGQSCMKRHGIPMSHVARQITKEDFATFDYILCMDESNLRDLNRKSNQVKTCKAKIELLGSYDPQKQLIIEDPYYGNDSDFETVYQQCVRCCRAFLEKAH
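material = LMPTP-A | quantity = 0.625 nM enzyme | reagent = OMFP substrate, 400 µM final | buffer or medium = Bis-Tris pH 6.0, DTT, detergent | detection = endpoint fluorescence intensity from OMFP dephosphorylation | dosing = single 20 µM dose | read-out basis = % inhibition relative to no-enzyme and uninhibited control wells | control set = no-enzyme and uninhibited controls | timing = 50 min at room temperature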
* marks the source's active call; other numbers are inactive results; i = inactive; x = no result given.

Start of the data: the first 2 records, to show the layout:
molecule	TbMetRS inhib	MsrA inh	STEP inh	NadD inh	CSN inh	Rpn11 inh	SUMO1-SIM PPI	Scp-1 inhibitor	DNMT1 inh	LMPTP block
COC(=O)C(CC(C)C)N(Cc1cc(OC)cc(OC)c1)S(=O)(=O)c1ccccc1Br (stereo not drawn)	-1.0	-0.9	0.9	-3.5	-1.8	i	1.7	-9.2	-4.8	3.5
O=C(COC(=O)c1cccnc1Cl)c1ccc(OC(F)F)cc1	-0.3	-0.5	-0.5	-9.1	-2.3	i	2.1	-7.4	6.0	-0.9

The whole of this part, from the first entry:
molecule	TbMetRS inhib	MsrA inh	STEP inh	NadD inh	CSN inh	Rpn11 inh	SUMO1-SIM PPI	Scp-1 inhibitor	DNMT1 inh	LMPTP block
COC(=O)C(CC(C)C)N(Cc1cc(OC)cc(OC)c1)S(=O)(=O)c1ccccc1Br (stereo not drawn)	-1.0	-0.9	0.9	-3.5	-1.8	i	1.7	-9.2	-4.8	3.5
O=C(COC(=O)c1cccnc1Cl)c1ccc(OC(F)F)cc1	-0.3	-0.5	-0.5	-9.1	-2.3	i	2.1	-7.4	6.0	-0.9
CCn1c(=O)c2ccccc2n(Cc2ccccc2C)c1=O	-1.1	0.3	0.2	-6.3	1.9	i	-5.9	3.8	1.7	0.1
COC(=O)c1ccccc1NC(=O)C1CCCO1 (stereo not drawn)	-0.8	-1.3	0.7	-4.2	-3.0	i	2.2	7.5	5.3	-1.8
CC(=O)c1c(C)nc(-c2cccc([N+](=O)[O-])c2)n1O	0.3	0.9	1.6	-1.7	-1.4	i	-14.4	-2.9	0.0	-0.7
COc1ccc(OC)c(NC(=S)N2CCc3ccccc3C2)c1	-1.7	-0.6	-0.2	-0.5	3.7	i	0.4	-6.3	0.4	-0.9
CC(C)c1onc(C(=O)NCc2ccc(Cl)cc2)c1[N+](=O)[O-]	-0.1	0.7	-3.2	-5.4	0.0	i	-11.2	-5.2	-1.1	-1.4
COc1ccc(-c2cc(C(=O)NCCCn3ccnc3)c3ccccc3n2)c(OC)c1	0.1	0.2	1.5	17.0	-3.0	i	-10.5	-9.8	-10.7	2.6
CSCCC(NC(=O)c1ccccc1)C(=O)NC1CC1 (stereo not drawn)	0.7	-0.6	0.0	-0.5	-2.9	i	2.1	-7.0	1.5	-2.0
O=C(C1CCC(=O)N(C2CC2)C1)N1CCN(c2ccc(Cl)cc2)CC1 (stereo not drawn)	0.1	-0.9	-1.2	-1.9	1.9	i	2.6	-7.6	1.2	-1.9
O=C(CSCc1ccc(Cl)cc1Cl)Nc1ccccc1C(=O)Nc1ccc(C(=O)O)cc1	0.0	-0.2	3.9	10.3	-8.1	i	3.2	17.0	0.9	0.6
NS(=O)(=O)c1ccc(NC(=O)CN2CCCN(S(=O)(=O)c3ccc(F)cc3)CC2)cc1	0.0	1.1	-2.6	-3.6	4.7	i	1.7	2.9	-4.5	-1.1
Nc1nnn(CC(=O)N/N=C/c2cccc3ccccc23)n1	-1.4	2.8	1.7	-1.5	2.4	i	-10.4	-1.9	1.5	0.2
NC(=O)C1(N2CCCCC2)CCN(C(=O)NC23CC4CC(CC(C4)C2)C3)CC1	-1.4	-0.4	1.7	-4.1	0.1	i	-0.3	2.5	3.8	-2.2
COc1cccc(C(=O)Nc2cc3c4c(c2)CC(=O)N4CCC3)c1	-0.4	-1.0	-0.5	3.0	-0.3	i	-0.7	-4.9	-1.8	1.2
COc1ccc2c(c1)CCc1cn[nH]c1-2	-0.7	0.3	-3.2	-6.5	-1.3	i	6.0	-10.4	-3.4	0.3
Cc1ccnc(NC(=O)c2ccoc2C)c1	-1.2	-0.1	-3.3	7.7	-2.9	i	3.3	-7.6	-1.9	-1.6
Cc1ccc(SC(=O)c2c(C)noc2-c2cc(C)on2)cc1	-0.8	-1.0	1.2	-10.8	-0.1	i	3.3	-9.5	0.8	-0.3
CCOc1cccc(/C=N/NC(=O)c2ccc3c(c2)OCCO3)c1O	-0.3	1.6	0.0	5.0	-5.7	i	-7.5	-10.6	-1.3	0.8
COc1ccc(N2C(=O)C3CCCN3C2c2ccc(Cl)cc2)cc1 (stereo not drawn)	0.1	0.7	-1.8	-1.9	3.0	i	3.1	-4.1	-2.5	0.5
O=C(NCCCN1CCN(c2ccc(F)cc2)CC1)Nc1ccc([N+](=O)[O-])cc1	0.1	1.7	3.3	-9.2	1.5	i	-9.3	-10.6	-1.0	4.5
CCC1=NN(C(=O)Cc2ccc([N+](=O)[O-])cc2)C(O)(c2ccc(Br)cc2)C1 (stereo not drawn)	-0.2	0.0	0.8	-2.7	4.4	i	-9.2	-16.9	0.3	-1.9
Cc1cccc(Cn2ccc(-c3ccc(Cl)cc3)c(C#N)c2=O)c1	-1.0	1.5	3.3	-5.9	-5.7	i	-4.1	28.7	20.8	6.6
COCCn1nnnc1C(c1cc2cc(C)ccc2[nH]c1=O)N1CCCCCC1 (stereo not drawn)	-0.8	x	-0.8	4.6	2.0	i	-8.0	-1.4	-0.6	-5.4
Clc1ccc(C[n+]2cc(-c3ccccc3)n3c2CCC3)cc1	-0.4	-0.7	-0.4	-7.4	0.4	i	3.2	6.5	2.0	-0.7
C[C@H](NC(=O)c1ncn2c1C(=O)N(C)CC2)C(=O)OC(C)(C)C	-0.3	-1.3	3.1	-3.3	-2.3	i	5.2	x	5.7	-3.3
Cc1cccc2cc(CN(C(=S)NCC(C)C)C3CCCC3)c(=O)[nH]c12	-0.3	0.5	2.8	-3.4	7.4	i	-2.0	-5.5	-4.7	-0.6
CCCCNS(=O)(=O)c1ccc2nc(-c3cccnc3)cc(C(=O)NCCCOC)c2c1	0.6	-0.4	7.8	1.5	-1.8	i	-13.0	4.1	-0.9	-1.1
NC(=O)C1(N2CCCCC2)CCN(C(=S)Nc2ccc(S(N)(=O)=O)cc2)CC1	-0.9	1.6	91.8*	-3.5	-0.2	i	-2.2	-3.6	-2.9	-0.7
CC(OC(=O)c1ccc(NS(=O)(=O)c2ccc3[nH]c(=O)[nH]c3c2)cc1)C(N)=O (stereo not drawn)	0.6	-0.8	1.2	-6.5	3.5	i	0.8	-10.1	-0.7	-1.9
CC(C)(C)c1ccc(C(=O)NCc2nnc(SCC(=O)N3CCCc4ccccc43)n2-c2ccccc2)cc1	0.4	-0.7	0.1	6.6	-7.8	i	0.6	-2.7	-5.5	0.9
C=CCOC(=O)COc1ccc2c(C)c(CC)c(=O)oc2c1	0.4	2.0	-1.5	-2.6	-1.8	i	-3.9	-10.7	-3.0	-0.2
CCOC(=O)c1c(NC(=O)C(C)Sc2cn(C)c3ccccc23)sc2c1CCC2 (stereo not drawn)	-0.1	1.0	2.9	-4.9	0.9	i	1.6	-8.4	-3.1	3.1
O=C(O)[C@@H]1CSC2c3ccccc3C(=O)N21 (stereo partly drawn)	-1.1	0.1	0.9	0.0	-2.2	i	-1.3	-0.9	0.7	-1.1
NS(=O)(=O)c1ccc(CCn2c(=S)[nH]c3ccc(F)cc3c2=O)cc1	0.6	1.4	-3.0	4.4	-3.2	i	-0.8	-8.1	-3.3	-0.4
Cc1ccc[n+](CC(=O)Nc2cccc(Cl)c2)c1	2.0	0.7	-1.5	1.3	2.3	i	-1.0	-5.7	2.1	-2.7
Cc1cc(=O)[nH]c(SCC(=O)NC2CCCCC2)n1	-0.8	-1.3	-0.9	-4.8	6.2	i	0.1	-7.7	2.0	-0.6
Clc1ccc2nc(C3CCN(Cc4nnnn4C4CCCCC4)CC3)[nH]c2c1	69.3*	1.5	0.4	0.9	1.7	i	2.5	3.4	1.7	-0.5
Cc1ncc(CO)n1Cc1ccc(Cl)cc1	0.2	-1.1	-1.7	-1.3	4.8	i	-3.2	x	7.3	0.2
COc1cccc(/C=N/n2c(C)nc3ccccc3c2=O)c1O	-0.6	-0.1	-3.1	-0.3	2.5	i	1.7	2.0	1.9	-1.0
CCOC(=O)C1CCN(C(=O)c2sc3nc(-c4ccccc4)cn3c2C)CC1	-0.7	-0.7	-1.4	4.5	1.0	i	-1.9	-10.8	-3.4	-0.4
O=C(CNC(=O)N1CC(=O)Nc2ccccc21)Nc1ccccc1	-0.1	2.4	-3.1	0.0	1.9	i	8.9	-8.8	0.6	0.0
Cc1cc(=O)oc2cc(OCC3CC(c4ccccc4Cl)=NO3)ccc12 (stereo not drawn)	-0.3	-0.4	0.7	-5.0	1.2	i	6.7	-13.3	0.6	2.0
CCCCN(Cc1ccco1)S(=O)(=O)c1csc(C(N)=O)c1	0.8	-0.2	1.1	-2.7	-4.5	i	-4.4	3.4	2.0	-1.5
O=C(OCC(=O)N1CCCc2ccccc21)c1cc(S(=O)(=O)N2CCOCC2)ccc1Cl	-0.4	-1.1	0.8	-2.4	0.6	i	-5.3	-12.8	-0.8	0.9
COc1cccc(C(=O)C2CCCN(C(=O)CCc3scnc3C)C2)c1 (stereo not drawn)	-0.3	-0.1	3.9	-0.6	-3.2	i	3.9	-13.8	0.9	-1.8
COc1cccc(S(=O)(=O)Nc2ccc3c(c2)OCCO3)c1	0.3	0.5	0.3	-3.1	0.0	i	-0.2	-10.2	0.9	-2.2

Source: PubChem
